# IP6K1 inhibitor = IP6K1 kinase inhibition; Q92551; activity change, % (series mostly up to about 58 µM); IP6K1 kinase, ADP-Glo luminescence, 2 h; stronger effect = lower value; actives 0.81% (n = 140,000); in the data active = activity change below about -25%
# Target sequence (Q92551 whole entry, looked up): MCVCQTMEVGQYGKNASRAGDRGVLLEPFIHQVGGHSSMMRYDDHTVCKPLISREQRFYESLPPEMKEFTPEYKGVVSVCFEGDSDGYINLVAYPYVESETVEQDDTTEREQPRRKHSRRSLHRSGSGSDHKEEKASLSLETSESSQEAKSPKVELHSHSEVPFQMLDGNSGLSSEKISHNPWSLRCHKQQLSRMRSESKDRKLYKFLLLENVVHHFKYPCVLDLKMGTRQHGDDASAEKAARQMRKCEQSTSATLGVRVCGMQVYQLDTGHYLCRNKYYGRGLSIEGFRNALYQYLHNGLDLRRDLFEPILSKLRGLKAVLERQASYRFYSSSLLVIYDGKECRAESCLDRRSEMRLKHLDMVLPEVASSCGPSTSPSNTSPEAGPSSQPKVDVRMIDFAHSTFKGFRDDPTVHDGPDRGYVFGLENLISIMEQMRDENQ
#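 ADP-Glo luminescence measures ADP made by human IP6K1 during a 2 h RT reaction with ATP/IP6 (mix at 1.3 mM/130 uM); top library doses 57.5 and 19.1 uM final.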
# GPT2 inhibitor = blocks human glutamate pyruvate transaminase 2 | Q8TD30 | Recombinant GPT2, coupled pyruvate oxidase/HRP Amplex Red fluorescence | Potency, µM (doses to about 57.7 µM), for the others: at the highest dose activity change, negative = inhibition, most hits filed as inhibitors | actives 0.25% (n = 100,000) | AID 1671188; also: potency is read from the fitted curve at half-maximal effect; nearly all actives have a fitted effect of over 60% in size; many of its hits are not listed in these tables
# Target sequence (Q8TD30 whole entry, looked up): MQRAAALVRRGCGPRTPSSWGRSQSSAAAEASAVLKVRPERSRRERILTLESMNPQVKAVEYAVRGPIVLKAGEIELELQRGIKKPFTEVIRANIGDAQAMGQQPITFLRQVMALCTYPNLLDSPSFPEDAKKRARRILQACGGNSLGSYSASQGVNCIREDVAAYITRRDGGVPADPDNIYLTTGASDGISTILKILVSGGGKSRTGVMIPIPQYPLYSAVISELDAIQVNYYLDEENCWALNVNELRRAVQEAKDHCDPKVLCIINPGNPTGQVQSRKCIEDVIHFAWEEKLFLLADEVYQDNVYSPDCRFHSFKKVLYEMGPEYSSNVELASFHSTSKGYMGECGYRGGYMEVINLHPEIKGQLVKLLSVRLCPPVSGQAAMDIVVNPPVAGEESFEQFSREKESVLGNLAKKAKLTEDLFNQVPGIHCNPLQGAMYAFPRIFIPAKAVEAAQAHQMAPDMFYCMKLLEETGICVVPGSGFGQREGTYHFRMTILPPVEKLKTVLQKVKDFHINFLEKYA
#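 GPT2 10ng/uL, a-KG 250uM, L-Ala 2mM, HEPES pH7.5 + 0.0001% Tween; 30 min RT. Then Amplex mix (PO/HRP/ThPP), 30 min RT dark, fluorescence. AOA 50uM used as positive control.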
# NIH3T3 tox = NIH 3T3 cell cytotoxicity | NIH 3T3 viability, CellTiter-Glo ATP luminescence, 48-72 h | actives 4.3% (n = 94,000) | Potency, µM (highest dose often 96.7 µM), without a hit: top-dose activity change, negative = cytotoxicity, actives largely listed as inhibitors | AID 1345082; also: potency is read from the fitted curve at half-maximal effect; nearly all actives have a fitted effect of over 55% in size
#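 Mouse fibroblast NIH 3T3 cells, 400 per well, received compound via pintool and were incubated for 48 or 72 hr prior to CellTiter-Glo ATP luminescence measurement.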
# SNCA viab count = cell viability loss counter-screen; HEK-293-SNCA-luc viability, GF-AFC fluorescence, 24 h; Potency, µM (doses to about 57.1 µM), without a hit: at the top dose activity change, negative = cytotoxicity, usual class: cytotoxic; actives 0.12% (n = 150,000);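 also: potency is read from the fitted curve at half-maximal effect; 0% = DMSO-treated cells and -100% = medium-only wells without cells; nearly all actives have a fitted effect of over 30% in size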
#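 HEK-293-SNCA-luc cells (1500/well) plated 24 h, then exposed 24 h to a dilution series; GF-AFC added 30 min at 37C, fluorescence 405/540 nm; normalised to medium-only and DMSO wells, Hill fit.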
# HEK cytotox = cytotoxic compounds in HEK 293 cells; HEK 293 viability, ATP luminescence (CellTiter-Glo), 48-72 h; Potency, µM (highest dose often 115 µM), for inactives: at the highest dose activity change, negative = cytotoxicity, actives largely listed as inhibitors; actives 6.6% (n = 94,000); also: potency is read from the fitted curve at half-maximal effect; nearly all actives have a fitted effect of over 60% in size
#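 CellTiter-Glo luminescence (cellular ATP) was read after 48 or 72 hr of compound exposure at 37 degree Celsius. Cells were HEK 293 plated at 250 cells/well.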
# FLuc inh = Photinus pyralis luciferase inhibition. P08659. purified P. pyralis luciferase, luminescence, biochemical. Potency, µM (doses to about 115 µM), for the others: at the top dose activity change, negative = inhibition, actives largely listed as inhibitors. actives 2.5% (n = 76,000); also: potency is read from the fitted curve at half-maximal effect; nearly all actives have a fitted effect of over 65% in size
#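 Purified P. pyralis luciferase (10nM final) in 50mM Tris acetate pH 7.5, 10mM Mg acetate, 0.01% Tween-20, 0.05% BSA with 10uM D-luciferin and 10uM ATP. Compounds titrated qHTS. Luminescence imaged on CCD.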
# SNCA expr inh = SNCA gene expression inhibition; HEK-293 SNCA-luciferase knock-in, luminescence, 24 h; Potency, µM (doses to about 57.2 µM), for the others: at the top dose activity change, negative = inhibition, usual class: inhibitors; actives 0.17% (n = 140,000); AID 1671194;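 also: potency is read from the fitted curve at half-maximal effect; plate controls were DMSO cells for no effect and cell-free wells for full effect; nearly all actives have a fitted effect of over 45% in size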
# * = called active by the depositor; i = inactive; ? = inconclusive; / = not tested or not shown; [ ] = dose if it differs, or a comment. Unless noted, calls follow the shape of the dose curve; as a rule, active = well fitted curve in the direction sought with a large enough effect; inconclusive = small, poorly fitted or top-dose-only effect, or another doubt; inactive = no such curve, though single readings can be large; an effect the other way counts as inactive or inconclusive. Unless noted, % is scaled to controls: 0 for no effect and ±100 for the full control effect. An excerpt, so the mix of outcomes need not match the whole.
1	Cc1ccc(Cl)c2sc(NC(=O)CS(=O)(=O)c3ccc(Cl)cc3)nc12
2	Cc1nn2c(C)c(C(=O)NCc3ccco3)cnc2c1-c1ccccc1
3	Cc1ccc(Cn2cccc2-c2nc(-c3ccc(F)cc3)no2)cc1
4	CC(C)N1CC[C@H](c2nnc(-c3ccccc3F)o2)C1
5	CC1CN(c2ccc(Cl)cc2)C(=O)CN1C(=O)CCn1cccc1 (stereo unspecified)
6	Cc1nc(C)c(C(=O)N2CC3CC(C2)[C@H]2CCCC(=O)N2C3)s1 (stereo partly specified)
7	CCOc1ccc2c(n1)CCN(C(=O)c1cccc(OC)c1OC)C2
8	COc1cccc(CNC(=O)[C@@H]2C[C@@H](O)CN2C2CCN(C(=O)CCCc3ccccc3)CC2)c1
Screen / compound no. | 1 | 2 | 3 | 4 | 5 | 6 | 7 | 8
IP6K1 inhibitor | 16 | 23 | 23 | -1 | -33* | 3 | 4 | -3
GPT2 inhibitor | / | / | 3% | -12%[88.5 µM] | -21%[11.5 µM] | -4% | i | -11%
NIH3T3 tox | / | / | i | i | -8% | -5% | -30% | -25%
SNCA viab count | 3% | -14% | 9% | -3%[87.6 µM] | 15% | 7% | 5%[12.5 µM] | 6%
HEK cytotox | / | / | 20% | i | -11% | -5% | ? | ?
FLuc inh | / | / | ? | 40µM* | -5% | 0% | 6% | -5%
SNCA expr inh | -29% | 1% | 35%[activator] | 191%[activator][87.6 µM] | 4% | 4% | 8% | ?

9	Cc1cc2c(c3oc(=O)c4ccccc4c13)CN(Cc1ccc(F)cc1)CO2
10	O=C(C1CC1)N1CCC(N2C(=O)C(OCC3CC3)C23CCOCC3)CC1 (stereo unspecified)
11	COc1ccc(OC)c(NC(=O)C(NS(=O)(=O)c2ccc3c(c2)CCCC(=O)N3)C(C)C)c1 (stereo unspecified)
12	CCOC(=O)c1c(NC(=O)c2ccc(S(=O)(=O)N3CCCC(C)C3)cc2)sc2c1CCN(C(C)C)C2 (stereo unspecified)
13	O=C(NC1(C(F)(F)F)NC(=O)N(CCc2ccccc2)C1=O)c1ccccc1Cl (stereo unspecified)
14	COc1cccc(CCNC(=O)c2cnc3sc(N4CCCC4)nn3c2=O)c1
15	CCCN1C(=O)CCc2cc(NC(=O)c3ccc(OC(F)(F)F)cc3)ccc21
16	CN1CC2(CCCN(C(=O)c3cn(C)c4ccccc34)CC2)OC1=O (stereo unspecified)
Screen / compound no. | 9 | 10 | 11 | 12 | 13 | 14 | 15 | 16
IP6K1 inhibitor | -11 | -3 | -3 | 20 | 6 | 0 | 30 | -2
GPT2 inhibitor | / | ? | / | / | / | / | -24% | i[11.5 µM]
NIH3T3 tox | / | -8% | / | / | / | / | 40µM* | i
SNCA viab count | -8% | 7% | 0% | 28% | ? | 4% | -18% | 4%
HEK cytotox | / | -8% | / | / | / | / | ? | 2%
FLuc inh | / | -9% | / | / | / | / | ? | 8%
SNCA expr inh | 33%[activator] | 4% | 2% | -5% | 7% | 5% | 6% | 10%

17	C=CCn1c(=O)c2c(nc(-c3ccc(S(=O)(=O)O)cc3)n2C)n(C)c1=O
18	COCCCNC(=O)c1ccc2c(c1)NC(=O)C(C(C)C)N2 (stereo unspecified)
19	CC(C)(C)c1nnc2ccc(C(=O)NCc3ccccc3)cn12
20	CN(C)C[C@H]1C[C@@H](CO)CN(C(=O)c2cc(-c3ccccc3F)n[nH]2)C1
21	CC(=O)N1CCCN(C(=O)C2CCCCN2Cc2ccc(-c3ccsc3)cc2)CC1 (stereo unspecified)
22	CSc1ccc(-c2noc(-c3nnn4c3COC(c3ccc(C)cc3C)C4)n2)cc1 (stereo unspecified)
23	CC(=O)N1CCC(N2CC[C@H](CO)[C@H](NC(=O)C3CC3)C2)CC1
24	CCc1nc(CN2CCCC(CO)(CC3CC3)C2)cs1 (stereo unspecified)
Screen / compound no. | 17 | 18 | 19 | 20 | 21 | 22 | 23 | 24
IP6K1 inhibitor | / | -6 | 15 | -10 | -10 | 1 | 17 | 6
GPT2 inhibitor | -19% | / | -8%[88.5 µM] | -9% | ? | i | 4% | i
NIH3T3 tox | / | / | ? | -28% | -23% | i | 3% | ?
SNCA viab count | -29% | 0% | 9%[87.6 µM] | -15% | -18% | 11% | -7%[12.5 µM] | -5%
HEK cytotox | / | / | -18%[172 µM] | -2% | -10% | 10% | ? | -22%
FLuc inh | / | / | / | -8% | / | -8% | 9% | 4%
SNCA expr inh | 4% | 4% | 0%[87.6 µM] | -1% | -6% | 0% | -1% | -13%

25	COc1ccc(C)cc1NC(=O)C1CCN(S(=O)(=O)c2c(C)noc2/C=C/c2ccco2)CC1
26	COc1ccc(CN2CCC3(CC2)C(=NC2CCCC2)NC(=O)N3c2cc(F)cc(F)c2)cc1
27	Cc1nn2c(c1-c1ccccc1C(C)C)N(Cc1ccc3c(c1)CCO3)CCC2
28	Cc1cccc(NC(=O)Cn2c(=O)n(Cc3ccccc3)c(=O)c3sc4ccccc4c32)c1
29	O=C(CCC1CCN(C(=O)CCc2c[nH]c3ccccc23)CC1)NCc1cccnc1
30	CC1(C)CC2C(O)c3cocc3CC(C)(O)C2C1 (stereo unspecified)
31	O=C(Cn1cccc1-c1nc(-c2ccccc2)no1)NC1CCCCC1
32	Cc1ccc(NC(=O)Cc2ccc(-n3c(C)nc4cccnc43)cc2)c(Cl)c1
Screen / compound no. | 25 | 26 | 27 | 28 | 29 | 30 | 31 | 32
IP6K1 inhibitor | 7 | -5 | 2 | -10 | 31 | 4 | 3 | 9
GPT2 inhibitor | / | i | -19%[88.5 µM] | / | i | 3% | 0% | /
NIH3T3 tox | / | -12% | 28µM* | / | i | / | -2% | /
SNCA viab count | -8% | 1% | ? | -2% | 6% | 15% | 1% | 0%
HEK cytotox | / | -17% | 35µM* | / | i | / | -3% | /
FLuc inh | / | / | -4%[172 µM] | / | -2% | / | -3% | /
SNCA expr inh | -10% | -19% | ? | -8% | 36%[activator] | / | 0% | 0%

# In a second layout: entries from further up
No. | SMILES | IP6K1 inhibitor | GPT2 inhibitor | NIH3T3 tox | SNCA viab count | HEK cytotox | FLuc inh | SNCA expr inh
28 | Cc1cccc(NC(=O)Cn2c(=O)n(Cc3ccccc3)c(=O)c3sc4ccccc4c32)c1 | -10 | / | / | -2% | / | / | -8%
29 | O=C(CCC1CCN(C(=O)CCc2c[nH]c3ccccc23)CC1)NCc1cccnc1 | 31 | i | i | 6% | i | -2% | 36%[activator]
30 | CC1(C)CC2C(O)c3cocc3CC(C)(O)C2C1 (stereo unspecified) | 4 | 3% | / | 15% | / | / | /
31 | O=C(Cn1cccc1-c1nc(-c2ccccc2)no1)NC1CCCCC1 | 3 | 0% | -2% | 1% | -3% | -3% | 0%

# Next part
33	O=C1NCCOCCCN(C(=O)c2ccsc2)[C@H]2CCCC[C@@H]12
34	CCc1noc(-c2ccn3c(CNC(=O)c4ccc(F)cc4)nnc3c2)n1
35	COc1ccc2nc(NC(=O)Cn3nc4c(cc3=O)CCCC4)sc2c1
36	O=C1NC[C@@H](CCC(=O)N2CCCC2)N2C[C@@H](NCc3ccc(F)cc3)C[C@@H]12
37	Cc1ccc(CNC(=O)CCC(=O)N2CC3CCCN3c3ccccc32)cc1 (stereo unspecified)
38	O=C(CSc1nc(-c2ccccc2)nc2cc(=O)[nH]n12)Nc1ccccc1
39	Cc1noc(C)c1-c1cc2cc(CN(C)C)oc2c(N2CCN(Cc3ccccc3)CC2)n1
40	Cc1ccc(-n2ncc(C(=O)N3CCCCC3)c2C2CCN(C(=O)OC(C)(C)C)CC2)cc1C
Screen / compound no. | 33 | 34 | 35 | 36 | 37 | 38 | 39 | 40
IP6K1 inhibitor | 0 | 0 | 6 | 0 | 18 | 29 | -11 | -1
GPT2 inhibitor | 1% | i | 2% | i | / | / | ? | /
NIH3T3 tox | -18% | 4% | -2% | ? | / | / | 35µM* | /
SNCA viab count | -1% | 7% | -4% | 7%[87.6 µM] | 7% | 10% | -11% | -14%
HEK cytotox | -19% | i | -23% | -18%[172 µM] | / | / | 50µM* | /
FLuc inh | -2% | 0% | ? | -6%[172 µM] | / | / | -6% | /
SNCA expr inh | -5% | 3% | 93%[activator] | ? | -15% | 15% | 10% | 1%

# 6 compounds from above, reduced to SNCA viab count and SNCA expr inh.
no. | SMILES | SNCA viab count | SNCA expr inh
35 | COc1ccc2nc(NC(=O)Cn3nc4c(cc3=O)CCCC4)sc2c1 | -4% | 93%[activator]
36 | O=C1NC[C@@H](CCC(=O)N2CCCC2)N2C[C@@H](NCc3ccc(F)cc3)C[C@@H]12 | 7%[87.6 µM] | ?
37 | Cc1ccc(CNC(=O)CCC(=O)N2CC3CCCN3c3ccccc32)cc1 (stereo unspecified) | 7% | -15%
38 | O=C(CSc1nc(-c2ccccc2)nc2cc(=O)[nH]n12)Nc1ccccc1 | 10% | 15%
39 | Cc1noc(C)c1-c1cc2cc(CN(C)C)oc2c(N2CCN(Cc3ccccc3)CC2)n1 | -11% | 10%
40 | Cc1ccc(-n2ncc(C(=O)N3CCCCC3)c2C2CCN(C(=O)OC(C)(C)C)CC2)cc1C | -14% | 1%

# Additional structures follow:
41	COc1cc2c(cc1OC)C(CNC(=O)c1ccc(C)cc1)N(C(=O)NC(C)C)CC2 (stereo unspecified)
42	CCCS(=O)(=O)N1CC[C@@H]2COCCN(Cc3ccccc3)[C@@H]2C1
43	CCCC(=O)N1CCc2cc(OC)c(OC)cc2C1COc1ccccc1OC (stereo unspecified)
44	Cc1ccc(CNC(=O)CC(C)CC2=NS(=O)(=O)c3ccccc3N2)cc1 (stereo unspecified)
45	O=C(N[C@@H]1CN(C(=O)Nc2ccccc2)CCC[C@H]1O)c1ccc(OCc2ccccc2)cc1
46	CCN(C(=O)CCS(=O)(=O)c1ccc2c(c1)oc(=O)n2C)c1ccc(OC)cc1
47	CCOC(=O)C1CCCN(C(=O)C2CCc3nnc(CN[S+](C)(=O)[O-])n32)C1 (stereo unspecified)
48	COc1ccccc1CNc1nc(-c2ccco2)nn1S(=O)(=O)c1ccc(C)cc1
49	Cc1nc2cnccn2c1C(=O)NCC(F)(F)F
50	CNC(=O)[C@H]1CN(C(=O)CCc2ccccc2)[C@]2(C)C(=O)N(CCO)c3ccccc3[C@H]12
Screen / compound no. | 41 | 42 | 43 | 44 | 45 | 46 | 47 | 48 | 49 | 50
IP6K1 inhibitor | -9 | -8 | 8 | 19 | 21 | 9 | 0 | -7 | 10 | -2
GPT2 inhibitor | 4% | i | / | / | -2% | / | i | / | / | 2%[27.3 µM]
NIH3T3 tox | -3% | -5% | / | / | ? | / | -11% | / | -5%[138 µM] | ?
SNCA viab count | -13% | -6% | -6% | -4% | -13% | 11% | 1% | 1% | / | 3%[23.9 µM]
HEK cytotox | 40µM* | -5% | / | / | ? | / | -4% | / | i | ?
FLuc inh | 3% | 11% | / | / | -1% | / | / | / | / | /
SNCA expr inh | 2% | -2% | ? | -2% | 5% | 158%[activator] | -16% | 132%[activator] | / | 76%[activator][25.6 µM]
